HSP90 inh – blocks HSP90-mediated luciferase refolding in reticulocyte lysate; inhibition, % at 5.6 µM; 290,000 compounds, 0.91% hits; AID 1789; Rabbit reticulocyte lysate, luciferase refolding luminescence, 3 h;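 active = inhibition above the screen-wide mean plus 3 SD, computed separately per campaign, cut at about 16% in these data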;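 also: 0% = DMSO wells and 100% = 60 µM geldanamycin wells; inhibitors lower the luminescence because luciferase stays unfolded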
GSK3beta inhib – human GSK3beta kinase inhibition. P49841. GST-GSK3beta kinase, ADP-Glo luminescence, 60 min; active compounds read low. activity score (negative = inhibition), % at 10 µM. 300,000 compounds, 0.038% hits. AID 2097;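 active = more than half of replicate wells score below -50%, meaning over 50% inhibition versus plate controls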;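 also: 0% = median DMSO wells and -100% = median GW8510 positive control wells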
Target sequence (P49841 whole entry, looked up): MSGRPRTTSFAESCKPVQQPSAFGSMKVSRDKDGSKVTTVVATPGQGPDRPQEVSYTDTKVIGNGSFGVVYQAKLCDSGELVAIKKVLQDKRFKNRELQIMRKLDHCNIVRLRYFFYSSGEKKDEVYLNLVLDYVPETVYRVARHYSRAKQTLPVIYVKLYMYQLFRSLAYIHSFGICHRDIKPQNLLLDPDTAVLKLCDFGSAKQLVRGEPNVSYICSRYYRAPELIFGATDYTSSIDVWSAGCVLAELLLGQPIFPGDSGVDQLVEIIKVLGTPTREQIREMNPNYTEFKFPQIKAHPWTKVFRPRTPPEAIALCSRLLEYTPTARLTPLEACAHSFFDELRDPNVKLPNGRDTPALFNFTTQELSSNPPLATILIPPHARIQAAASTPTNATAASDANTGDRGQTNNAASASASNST
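Assay system: GST-fused GSK3beta enzyme, cell-free / Medium: Tris pH 7.5 buffer with MgCl2, DTT, BSA, heparin / Also added: peptide substrate plus 25 µM ATP (final) / Compound: 10 µM single point / Timing: kinase reaction with compound 60 min at room temperature / Detection: ADP-Glo luminescence / Benchmarks: DMSO neutral wells and GW8510 at 20 µM as positive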
IEC-6 cytotox – counter-screen for KLF5 inhibitors: cytotoxicity in IEC-6 cells; IEC-6 cytotoxicity, luminescence viability; inhibition, % at 5 µM; 290,000 compounds, 0.78% hits; in the data active = inhibition above about 22%;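 also: 0% = plate median of test compound wells and 100% = cytotoxic reference compound wells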
aSyn 5UTR inh – 5' untranslated region of α-synuclein, MLPCN primary screen | inhibition, % (tested at 7.5 µM) | 300,000 compounds, 0.82% hits | AID 1813 | alpha-synuclein 5'UTR reporter, inhibitor activity; in the data active = inhibition above about 60%;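 also: H4 neuroglioblastoma cells stably carrying SNCA 5'UTR luciferase fusion; 0% = DMSO wells and 100% = positive control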
KLF5 inhibitor – inhibitors of KLF5 expression; DLD-1 KLF5 promoter-luciferase reporter, luminescence; inhibition, % at 5 µM; 290,000 compounds, 0.23% hits; AID 1700;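 active = inhibition above a per-plate limit of that plate's mean compound inhibition plus 3 SD, cut at about 60% in these data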;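 also: 0% = DMSO wells and 100% = LY294002 at 200 µM; higher means less KLF5 promoter-driven luciferase light; inactives centre near -14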
HSF1 inhib – HSF1 inhibition | AID 2098 | NIH3T3-HGL HSE-luciferase, MG132-induced, luminescence 8 h; active compounds read low | 300,000 compounds, 0.77% hits | activity change, negative = inhibition, % at 7.5 µM (by protocol);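 active = more than half of replicate wells show activity change below -50%, luminescence cut by over half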;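 also: luciferase reports HSF-1 transcriptional activity via heat shock element; 0% = median of DMSO wells and -100% = zero luminescence signal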
HSF-1 act – increases HSF-1 driven luciferase reporter signal. AID 504408. 300,000 compounds, 1.7% hits. NIH3T3-HGL HSF-1 luciferase reporter, MG132, 8 h; 100% = twice DMSO control signal. activation, % at 9 µM;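 active = mean replicate activation of at least 50% with a set share of replicates each reaching 50%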;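 also: 0% = median of the neutral control wells and 100% = twice that signal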
Platelet DG rel – platelet dense granule release activity | 300,000 compounds, 0.22% hits | inhibition, %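 (compounds screened at 7.5 µM in platelet-rich plasma)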 | human platelet-rich plasma, SFLLRN dense granule ATP release, luminescence;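 active = mean replicate score, as percent of positive control, at or above 50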
Dyrk1A ADPGlo – Dyrk1A (rat) kinase inhibition; 310,000 compounds, 0.43% hits; ADP-Glo luminescence, NFATc1 peptide; Q63470; inhibition, % at 12.5 µM; in the data active = inhibition above about 50%;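 also: plate controls were vehicle with enzyme for no effect and no enzyme for full effect; many of its hits are not listed in these tables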
GSK3A inh – human GSK-3 alpha kinase inhibition; AID 2650; ADP-Glo luminescence, 60 min; P49840; 320,000 compounds, 0.1% hits; inhibition, % at 10 µM;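 in the data active = inhibition above about 50%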;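 also: GST-tagged GSK-3 alpha with peptide substrate and 25 µM ATP; 0% = DMSO neutral wells and 100% = GW8510 positive control wells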
Target sequence (P49840 whole entry, looked up): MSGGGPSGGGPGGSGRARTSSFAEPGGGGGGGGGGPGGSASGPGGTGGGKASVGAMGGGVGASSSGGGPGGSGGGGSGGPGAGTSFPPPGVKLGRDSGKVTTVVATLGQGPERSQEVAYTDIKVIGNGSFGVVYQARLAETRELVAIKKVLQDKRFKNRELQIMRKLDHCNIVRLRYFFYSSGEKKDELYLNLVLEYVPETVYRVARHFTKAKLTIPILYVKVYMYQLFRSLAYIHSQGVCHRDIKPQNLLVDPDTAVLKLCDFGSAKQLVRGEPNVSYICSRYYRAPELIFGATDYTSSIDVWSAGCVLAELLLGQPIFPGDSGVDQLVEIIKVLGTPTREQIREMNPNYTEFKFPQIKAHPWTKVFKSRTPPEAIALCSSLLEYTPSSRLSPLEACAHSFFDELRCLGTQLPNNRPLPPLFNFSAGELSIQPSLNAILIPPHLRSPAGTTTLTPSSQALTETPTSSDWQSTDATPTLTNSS
* = called active by the depositor; / = no result given.

canonical_smiles,aSyn 5UTR inh,KLF5 inhibitor,Platelet DG rel,IEC-6 cytotox,HSP90 inh,Dyrk1A ADPGlo,HSF1 inhib,GSK3A inh,HSF-1 act,GSK3beta inhib
Cc1ccc(SCC(=O)OCC(=O)Nc2ccc3[nH]c(=O)[nH]c3c2)cc1C,3,/,5,/,/,7,-2,0,9,5
Cc1c(N/C(=N/S(=O)(=O)c2ccc(F)cc2)c2ccccc2)c(=O)n(-c2ccccc2)n1C,-3,-10,-2,2,4,-1,-1,0,12,0
O=C(Nc1ccc2ccccc2c1)c1onc2c1CCCC2,-71,-133,1,-1,3,2,12,11,23,0
O=C(N/C(=C\c1cccs1)C(=O)N1CCOCC1)c1cccs1,20,-36,6,-9,-1,-1,-1,-1,6,1
CSc1ccc(CNC(=O)C2CCC(=O)N(Cc3cccc(F)c3)C2)cc1 (stereo unspecified),3,-28,-2,-2,-5,11,3,-1,16,1
O=C(CN1CCCCCC1)N/N=C/c1cccc(Cl)c1Cl,-25,-39,-26,-8,2,11,6,1,4,1
NS(=O)(=O)c1ccc(NC(=O)c2c(F)cccc2Cl)cc1,-2,-20,-3,2,7,-4,-3,0,3,-5
CCn1cc(CN2CCC(C(=O)Nc3cccc(-c4cccc(Cl)c4)c3)CC2)cn1,2,-10,-8,6,7,3,14,7,35,5
Cc1ccc(C)c(NC(CC(=O)c2ccccc2)C(=O)OCC(=O)c2cccs2)c1 (stereo unspecified),-96,-14,-8,-2,3,-6,-8,-2,20,-4
COc1ccc(N=Nc2nc3cc(Br)c(Br)cc3n2C)c(OC)c1,/,-33,/,7,1,20,/,1,/,/
CC1CCCN(C2=C(NS(=O)(=O)c3ccc(Br)cc3)C(=O)c3ccccc3C2=O)C1 (stereo unspecified),19,-53,2,19,0,4,27,6,48,0
O=C(NCc1ccc2c(c1)OCO2)c1ccc(Br)s1,-29,-43,-3,-6,-4,0,/,1,/,0
O=C(Cc1nc2ccccc2[nH]c1=O)c1ccc(Cl)cc1,-55,-98,-4,-3,1,-2,41,-1,74*,3
O=C(Cc1ccccc1)N1CCC(O)(c2cccnc2)CC1,2,-18,2,1,-2,-3,-6,1,-5,3
Cc1ccc2c(c1)N=C(c1ccccc1)CC(C(Cl)Cl)=N2,-74,-94,11,1,12,4,43,4,61*,-2
CCN(CC)S(=O)(=O)c1ccc(N(C)Cc2cccc(OC)c2OC)nc1,46,3,-4,-10,-1,-7,-1,-2,-12,8
O=C(c1ccccc1)N1CCN(C2CCCCC2)CC1,-3,2,-10,-7,-2,7,-7,0,7,3
CCOC(=O)CSc1nnc(-c2c[nH]c3ccccc23)o1,-13,-33,-5,6,3,-5,-15,-2,-5,4
COc1ccc(CCN(C)C(=S)NC(=O)c2ccc(F)cc2Cl)cc1OC,16,-31,-4,-1,-1,3,-2,-1,-5,-1
COc1ccc(N2CC(C(=O)Nc3cc(C)on3)CC2=O)cc1 (stereo unspecified),-1,-2,3,2,5,-3,11,-1,-15,2
Cc1cccc(NC(=O)c2cc(N3CCOCC3)nc3ccccc23)c1,8,-20,3,2,1,1,4,-3,11,2
COc1ccc(NC(=O)COc2cccc(-n3cnnn3)c2)cc1,4,-11,7,-5,-2,8,0,0,-7,-5
COc1cc(/C=C/C(=O)N2CCCc3ccccc32)cc(OC)c1OC,21,-8,-10,9,-4,0,-2,0,13,-1
Cn1c(N)c(Sc2ccccc2[N+](=O)[O-])c(=O)n(C)c1=O,24,-20,4,-4,3,7,-1,-1,1,1
OCC(O)CNC(=S)NC1CCCCC1 (stereo unspecified),28,-7,4,-2,-2,1,5,2,-6,-2

11 compounds from above, ordered by molar mass, ascending.
canonical_smiles,aSyn 5UTR inh,KLF5 inhibitor,Platelet DG rel,IEC-6 cytotox,HSP90 inh,Dyrk1A ADPGlo,HSF1 inhib,GSK3A inh,HSF-1 act,GSK3beta inhib
OCC(O)CNC(=S)NC1CCCCC1 (stereo unspecified),28,-7,4,-2,-2,1,5,2,-6,-2
O=C(c1ccccc1)N1CCN(C2CCCCC2)CC1,-3,2,-10,-7,-2,7,-7,0,7,3
O=C(Cc1ccccc1)N1CCC(O)(c2cccnc2)CC1,2,-18,2,1,-2,-3,-6,1,-5,3
Cn1c(N)c(Sc2ccccc2[N+](=O)[O-])c(=O)n(C)c1=O,24,-20,4,-4,3,7,-1,-1,1,1
COc1ccc(N2CC(C(=O)Nc3cc(C)on3)CC2=O)cc1 (stereo unspecified),-1,-2,3,2,5,-3,11,-1,-15,2
Cc1ccc2c(c1)N=C(c1ccccc1)CC(C(Cl)Cl)=N2,-74,-94,11,1,12,4,43,4,61*,-2
COc1ccc(NC(=O)COc2cccc(-n3cnnn3)c2)cc1,4,-11,7,-5,-2,8,0,0,-7,-5
O=C(CN1CCCCCC1)N/N=C/c1cccc(Cl)c1Cl,-25,-39,-26,-8,2,11,6,1,4,1
Cc1ccc(SCC(=O)OCC(=O)Nc2ccc3[nH]c(=O)[nH]c3c2)cc1C,3,/,5,/,/,7,-2,0,9,5
CCN(CC)S(=O)(=O)c1ccc(N(C)Cc2cccc(OC)c2OC)nc1,46,3,-4,-10,-1,-7,-1,-2,-12,8
COc1ccc(N=Nc2nc3cc(Br)c(Br)cc3n2C)c(OC)c1,/,-33,/,7,1,20,/,1,/,/

The list continues.
canonical_smiles,aSyn 5UTR inh,KLF5 inhibitor,Platelet DG rel,IEC-6 cytotox,HSP90 inh,Dyrk1A ADPGlo,HSF1 inhib,GSK3A inh,HSF-1 act,GSK3beta inhib
CCOC(=O)COc1coc(CN2CCN(c3cccc(Cl)c3)CC2)cc1=O,6,-7,-1,-1,-2,-4,-1,-11,1,1
COc1ccc(/C(N)=N/OC(=O)c2cccc([N+](=O)[O-])c2)cc1,-129,-29,19,2,4,-7,17,1,34,4
O=C(NNC(=S)Nc1ccc(Cl)c(Cl)c1)c1cccc([N+](=O)[O-])c1,-60,6,4,1,8,/,4,-4,22,-1
COC(=O)CNC(=O)CN1C(=O)NC2(CCCc3ccccc32)C1=O (stereo unspecified),8,-19,-4,-4,-3,7,-8,-1,5,0
Cc1c(NC(=O)CN2CCN(C(=O)c3ccco3)CC2)c(=O)n(-c2ccccc2)n1C,11,-3,-6,1,3,-8,-2,-1,4,12
COC(=O)CSc1nc(C2CC2)nc2ccccc12,-22,-20,-2,-5,1,10,2,-2,28,9
COc1ccc(C(=O)/C=C/c2ccc(N(C)C)cc2)c(OC)c1,-33,1,-1,4,3,3,9,-7,22,-5
COc1cc(OC)c(NS(=O)(=O)c2c(C(=O)N3CCCCC3)c(C)n(C)c2C)cc1Cl,0,-15,8,7,-6,/,3,2,-1,-3
COC(=O)CC1SC(=O)NC1=Nc1ccccc1 (stereo unspecified),-15,-33,-2,-6,0,1,0,-1,13,-2
C/C(=N\NC(=O)C(C)Sc1ccccc1)C(C)(C)C (stereo unspecified),-5,0,1,1,0,4,1,-1,15,3
Cc1cc(=O)n2nc(N3CCCC(C(=O)NCc4ccco4)C3)sc2n1 (stereo unspecified),-3,-12,10,-1,0,5,-5,-1,-1,2
O=C(CCN1CCCO1)NC1CCCc2c1cnn2-c1ccccc1F (stereo unspecified),10,-75,-4,-2,0,/,0,-1,0,/
Clc1nc(-c2ccccc2)ncc1Oc1ccccc1,-64,/,-8,/,/,/,7,-1,1,0
CC(=O)c1[nH]c(C)c(C(C)=O)c1C,13,-15,-4,-5,0,-1,-2,-1,-12,-1
COC(=O)c1ccc(S(=O)(=O)N2CCN(C(c3ccccc3)c3ccccc3)CC2)n1C,3,-2,-5,-7,6,/,-14,0,2,3
O=C(O)c1ccc(-c2noc(-c3cccc(F)c3)n2)cc1,-96,/,40,/,/,17,19,1,21,-4
Cc1nc(N)sc1-c1csc(Nc2cccc(C(=O)O)c2)n1,23,-18,16,-8,15,25,-6,12,2,-2
CCCNC(=O)NC(=O)COc1c(F)c(F)cc(F)c1F,-25,-15,-2,4,3,4,5,/,18,-1
CCN(C(=O)COC(=O)c1cc(S(=O)(=O)N2CCOCC2)c(Cl)cc1Cl)C1CCS(=O)(=O)C1 (stereo unspecified),12,-18,1,-1,2,1,-2,-2,5,-1
CC(=O)NC1=NN(C(C)=O)C2(CCCC2)S1,34,-13,4,0,3,/,4,-4,-7,1
O=C(NCC1CCCO1)c1cn(-c2ccccc2)nc1-c1ccccc1 (stereo unspecified),-14,1,7,-6,-6,5,-5,0,-6,2
c1ccc(C(Cc2nc(-c3ccncc3)no2)c2ccccc2)cc1,-60,8,-6,5,0,-4,7,-1,22,3
COc1cccc(/C=N/Nc2cc(N3CCOCC3)ncn2)c1O,72*,39,3,-6,0,-3,-24,4,-27,-1
O=[N+]([O-])c1ccc(N/N=C/c2cn(Cc3ccc(F)cc3)c3ccccc23)nc1,53,-11,22,-4,4,-4,10,2,11,-9
Cc1c(Cl)c([N+](=O)[O-])nn1CCCC(=O)Nc1cccc(Cl)c1,14,13,-1,-2,3,14,-1,-1,18,-2

A different layout for 2 compounds above.
> Clc1nc(-c2ccccc2)ncc1Oc1ccccc1
  aSyn 5UTR inh = -64 | KLF5 inhibitor = / | Platelet DG rel = -8 | IEC-6 cytotox = / | HSP90 inh = / | Dyrk1A ADPGlo = / | HSF1 inhib = 7 | GSK3A inh = -1 | HSF-1 act = 1 | GSK3beta inhib = 0

> CC(=O)c1[nH]c(C)c(C(C)=O)c1C
  aSyn 5UTR inh = 13 | KLF5 inhibitor = -15 | Platelet DG rel = -4 | IEC-6 cytotox = -5 | HSP90 inh = 0 | Dyrk1A ADPGlo = -1 | HSF1 inhib = -2 | GSK3A inh = -1 | HSF-1 act = -12 | GSK3beta inhib = -1

Carrying on.
canonical_smiles,aSyn 5UTR inh,KLF5 inhibitor,Platelet DG rel,IEC-6 cytotox,HSP90 inh,Dyrk1A ADPGlo,HSF1 inhib,GSK3A inh,HSF-1 act,GSK3beta inhib
Brc1ccc2nc(N3CCN(c4ccccc4)CC3)sc2c1,-143,-31,4,3,-2,-2,41,-1,73*,-4
Cc1cc(NC(=O)CN(C)S(=O)(=O)c2ccc(-c3ccc(=O)[nH]n3)s2)ccc1Br,17,-19,7,-18,-3,0,-9,-2,1,4
O=C(O)CC[C@@H](C(=O)O)N1C(=O)c2ccccc2C1=O,-9,/,-5,/,/,-5,-23,-3,-33,1
O=C(Nc1ccccc1N1CCCC1)c1cc(Cl)ccc1Cl,-20,9,0,2,0,2,-3,-1,-1,-1
O=C(CN1CCN(C(=O)c2ccco2)CC1)Nc1cc(C(F)(F)F)ccc1Cl,25,0,0,5,0,0,-1,0,8,-5
CCOC(=O)COc1ccc2c(=O)c(-c3ccccc3)coc2c1,-1,-18,-13,19,2,3,2,-1,24,-1
O=C(c1cc(COc2cccc(C(F)(F)F)c2)on1)N1C[C@H]2CC[C@H]1C2,-117,-86,0,0,0,-1,16,-1,33,3
COC(=O)c1[nH]c2ccc(C)cc2c1NC(=O)NC1CCCCC1,12,7,-4,-6,-1,4,-7,0,-1,1
Cc1nn(C(C)C(=O)NCC2CCCO2)c(=O)c2cc3occc3n12 (stereo unspecified),9,-10,1,-1,-2,5,-9,0,-16,1
Cc1ccccc1NC(=O)COc1ccc(Br)cc1C,-61,-36,2,-1,-2,-9,6,-4,29,1

Some of the compounds tested (hit frequency here may not be typical).
